Bioassay records: PubChem BioAssay, several laboratories
OPRM1-OPRD1 ag – OPRM1-OPRD1 heterodimerization agonism | cells, luminescence | activation, % at 9.3 µM | actives 0.3% (n = 340,000) | AID 504326; in the data active = activation above about 18%;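 note: 0% = vehicle-treated cells and 100% = reference agonist; values of inactives mirror those of a sister screen read the other way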
HTR5A inv ctr – HTR5A inverse agonism, opioid heterodimer counter-screen | actives 0.083% (n = 340,000) | inhibition, % at 9.3 µM | HTR5A cell line, luminescence | AID 504634 | P47898; in the data active = inhibition mostly above about 23%, no sharp cut-off; inactive = mostly below about 18%;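 note: 0% = cells with DMSO and 100% = no-cell wells with DMSO; some compounds called inactive have numbers as strong as hits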
Target sequence (P47898 whole entry, looked up): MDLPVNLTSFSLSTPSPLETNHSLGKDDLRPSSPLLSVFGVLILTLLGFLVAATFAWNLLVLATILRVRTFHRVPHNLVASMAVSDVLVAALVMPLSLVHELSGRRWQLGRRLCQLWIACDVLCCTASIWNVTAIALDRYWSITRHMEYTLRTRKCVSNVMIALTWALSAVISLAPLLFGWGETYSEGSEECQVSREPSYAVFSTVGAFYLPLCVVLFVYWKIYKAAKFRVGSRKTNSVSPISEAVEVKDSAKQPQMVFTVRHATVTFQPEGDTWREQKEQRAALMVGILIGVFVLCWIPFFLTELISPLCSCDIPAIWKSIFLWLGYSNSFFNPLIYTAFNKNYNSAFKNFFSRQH
PKA-R1A activ – activates the PKA-R1A holoenzyme complex; actives 0.083% (n = 340,000); PKA-R1A dissociation, Cy5-IP20 fluorescence polarization; scaled: DMSO 0%, 113 µM cGMP 100%; activation, % at 11.4 µM; P00514+P68181; AID 504707;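 active = percent activation above the mean of all tested compounds plus 3 SD, cut at about 19% in these data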;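 note: higher means more PKAc released from R1A so a rise in polarization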
AddAB inh – less growth of phage-infected E. coli with AddAB; E. coli expressing H. pylori AddAB, absorbance growth; inhibition, % at 11.9 µM; actives 0.29% (n = 330,000); AID 435030; in the data active = inhibition above about 12%;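 note: 0% = vehicle wells of infected cells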
phage Ecoli inh – E. coli growth loss with phage present | growth absorbance | inhibition, % at 11.9 µM | AID 651602 | actives 0.26% (n = 360,000); in the data active = inhibition above about 11%
E coli growth – bacterial growth inhibition, counter-screen for AddAB inhibitors | E. coli V3065 growth, OD600 absorbance, 18 h | inhibition, % at 11.9 µM | actives 0.27% (n = 330,000);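 active = inhibition above the campaign's mean inhibition across all tested compounds plus 3 SD, cut at about 9.9% in these data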;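 note: uninfected addAB+ strain grown without phage in ampicillin broth; 0% = DMSO wells and 100% = ciprofloxacin 0.95 µg/ml wells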
PfHsp90 set2 – reduces growth (ATP signal) of yeast expressing P. falciparum Hsp90; actives 0.32% (n = 310,000); S. cerevisiae expressing PfHsp90, BacTiter-Glo ATP, 48 h; yeast lacking PDR1 and PDR3 efflux regulators; inhibition, % at 9.4 µM;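 active = every replicate shows inhibition above about 80%, whatever the replicate mean, limit read from the data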;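 note: 0% = DMSO neutral controls and 100% = 20 µM radicicol positive controls; yeast relying on Plasmodium falciparum Hsp90 in place of its own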
OPRM1-OPRD1 inv – inverse agonist of human OPRM1-OPRD1 heterodimerization | P35372+P41143 | cell-based MOR-DOR heterodimer luminescence, inverse agonism | inhibition, % at 9.3 µM | actives 0.21% (n = 340,000) | AID 504357; in the data active = inhibition above about 22%, passing the limit was not always enough;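 note: 0% = cells with DMSO and 100% = wells without cells with DMSO; values of inactives mirror those of a sister screen read the other way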
Pemphigus Ab inh – inhibitors of pemphigus antibody binding to human desmoglein-3. actives 0.48% (n = 310,000). P32926. AID 588358. binding (percent of control), % at 10 µM. DSG3-coupled beads, scFv-anti-DSG3-GFP binding, flow cytometry; hits give low values;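 active = binding more than 3 SD below its plate's average and above zero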;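 note: hits lower antibody fragment binding to DSG3; some compounds called inactive have numbers as strong as hits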
HTR5A ag ctr – counter-screen for OPRM1-OPRD1 agonists: human HTR5A agonism. HTR5A agonist assay, luminescence, cell-based. actives 0.61% (n = 340,000). AID 504692. activation, % at 9.3 µM. P47898; in the data active = activation mostly above about 9.5%, no sharp cut-off; inactive = mostly below about 7.6%;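 note: 0% = cells with vehicle only and 100% = reference agonist; strong numbers were not always called active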
Mot1-301 SUMO – blocks SUMOylation pathway, rescuing yeast Mot1-301 growth. AID 2716. actives 1% (n = 320,000). growth rescue, % at 18.8 µM. S. cerevisiae Mot1-301 growth rescue, ATP luminescence, 38.5C; percent above DMSO median, 100 means doubled;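 active = every valid replicate shows activation above 250% relative to neutral control wells; inactive = the rest, any valid replicate at or below 250%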;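 note: OY570 slx delta 5 strain wells were the positive control but not used for scaling; some compounds called inactive have numbers as strong as hits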
Numbers without * were called inactive; x = no result given.

SMILES	OPRM1-OPRD1 ag	HTR5A inv ctr	PKA-R1A activ	AddAB inh	phage Ecoli inh	E coli growth	PfHsp90 set2	OPRM1-OPRD1 inv	Pemphigus Ab inh	HTR5A ag ctr	Mot1-301 SUMO
CN(c1ccc(OCC(=O)OCC(=O)Nc2ccccc2)cc1)S(=O)(=O)c1cccs1	-1.7	9	-4	5.0	5.1	0.7	3	12	103	3	6
C[C@H](NC(=O)N1CCn2c1nc1ccccc12)C(=O)NCC1CCCO1 (stereo partly specified)	x	x	-10	3.6	-3.4	-1.3	5	x	100	x	-17
O=C(CCCSc1nnc(-c2cccs2)n1CC1CCCO1)c1ccccc1 (stereo unspecified)	-0.2	0	-4	-0.1	1.2	0.6	x	1	x	3	-5
COCCCn1cc(C(=O)c2ccccc2OCC(=O)Nc2cccc(F)c2)cc(C#N)c1=O	-0.4	-7	5	1.3	2.2	-0.6	13	2	98	-3	-13
COc1ccccc1NC(=O)C1=C(C)NC(=O)NC1c1cccs1 (stereo unspecified)	x	x	x	1.5	3.1	-1.2	23	x	104	x	-12
CC(=O)c1cc(-c2ccccc2)n(CC(=O)Nc2cccc(C)c2)c1C	-1.7	-4	-10	2.2	0.5	0.1	-3	9	106	1	x
CN(Cc1cnn(-c2ccccc2)c1)C(=O)C1CCC(=O)N(C2CC2)C1 (stereo unspecified)	1.9	11	-5	0.3	0.6	-2.5	-39	-6	97	0	-6
COc1ccc(OC)c(N2C(=NC(=O)C3CCCCC3)SC3CS(=O)(=O)CC32)c1 (stereo unspecified)	-1.7	2	3	1.4	0.2	0.6	1	9	x	-1	12
CCOC(=O)C1CN(S(=O)(=O)c2ccc(F)cc2)C1	-1.7	-2	-3	2.3	4.1	-1.4	-5	10	106	1	0
CCC(=O)NC(c1ccco1)c1cc(Cl)c2cccnc2c1O (stereo unspecified)	3.1	3	18	16*	13*	15*	52	-18	102	-1	-20
C=CCn1c(SCC(=O)c2ccc(O)c(O)c2)nnc1-c1cccc(Cl)c1	-0.1	-13	-4	1.8	5.2	-0.5	-10	0	104	5	-7
C=CCc1ccc(OCC(O)CN2CCCCC2)c(OC)c1 (stereo unspecified)	-1.4	1	-3	2.1	3.4	-2.6	-13	8	93	-1	2
CCn1cnc2cc(NCc3ccc(C)cc3)ccc21	2.6	-19	-3	-0.2	2.9	0.0	-42	-16	116	7	25
COc1ccc(/C=N/NC(=O)c2nn(C)cc2Br)cc1CSCc1ccco1	-2.7	-1	-6	-0.1	-2.1	-3.2	-11	14	93	-2	13
CCCCc1nc2sc3c(c2c(=O)[nH]1)CCC3	-2.3	-15	-7	0.7	4.1	0.5	40	9	114	1	-1
COc1ccc(N(CC(=O)N2CCN(Cc3ccccc3)CC2)S(C)(=O)=O)cc1	1.0	6	-8	0.6	2.5	-1.4	-6	-5	99	-2	-19
Cc1onc(-c2c(Cl)cccc2Cl)c1CO/N=C(\C#N)c1c(Cl)cccc1Cl	-0.3	21	-13	0.7	0.0	-1.4	27	2	x	-8	-8
CCOC(=O)N/N=C/c1ccc(OC)c(O)c1	-3.1	1	-17	0.8	4.8	1.8	14	15	92	-1	-13
CCOc1ccccc1CNCc1ccc(F)cc1	-1.8	3	-6	0.2	1.7	0.3	1	9	104	5	-4
Cc1ccc(C2N=C(N)Nc3nc4ccccc4n32)cc1 (stereo unspecified)	-0.5	5	-7	1.8	5.2	1.7	6	3	100	-2	-8

Shown bar-delimited: entries from further up
SMILES | OPRM1-OPRD1 ag | HTR5A inv ctr | PKA-R1A activ | AddAB inh | phage Ecoli inh | E coli growth | PfHsp90 set2 | OPRM1-OPRD1 inv | Pemphigus Ab inh | HTR5A ag ctr | Mot1-301 SUMO
COc1ccc(OC)c(N2C(=NC(=O)C3CCCCC3)SC3CS(=O)(=O)CC32)c1 (stereo unspecified) | -1.7 | 2 | 3 | 1.4 | 0.2 | 0.6 | 1 | 9 | x | -1 | 12
CCOC(=O)C1CN(S(=O)(=O)c2ccc(F)cc2)C1 | -1.7 | -2 | -3 | 2.3 | 4.1 | -1.4 | -5 | 10 | 106 | 1 | 0
CCC(=O)NC(c1ccco1)c1cc(Cl)c2cccnc2c1O (stereo unspecified) | 3.1 | 3 | 18 | 16* | 13* | 15* | 52 | -18 | 102 | -1 | -20
C=CCn1c(SCC(=O)c2ccc(O)c(O)c2)nnc1-c1cccc(Cl)c1 | -0.1 | -13 | -4 | 1.8 | 5.2 | -0.5 | -10 | 0 | 104 | 5 | -7
C=CCc1ccc(OCC(O)CN2CCCCC2)c(OC)c1 (stereo unspecified) | -1.4 | 1 | -3 | 2.1 | 3.4 | -2.6 | -13 | 8 | 93 | -1 | 2
CCn1cnc2cc(NCc3ccc(C)cc3)ccc21 | 2.6 | -19 | -3 | -0.2 | 2.9 | 0.0 | -42 | -16 | 116 | 7 | 25
COc1ccc(/C=N/NC(=O)c2nn(C)cc2Br)cc1CSCc1ccco1 | -2.7 | -1 | -6 | -0.1 | -2.1 | -3.2 | -11 | 14 | 93 | -2 | 13
CCCCc1nc2sc3c(c2c(=O)[nH]1)CCC3 | -2.3 | -15 | -7 | 0.7 | 4.1 | 0.5 | 40 | 9 | 114 | 1 | -1
COc1ccc(N(CC(=O)N2CCN(Cc3ccccc3)CC2)S(C)(=O)=O)cc1 | 1.0 | 6 | -8 | 0.6 | 2.5 | -1.4 | -6 | -5 | 99 | -2 | -19
Cc1onc(-c2c(Cl)cccc2Cl)c1CO/N=C(\C#N)c1c(Cl)cccc1Cl | -0.3 | 21 | -13 | 0.7 | 0.0 | -1.4 | 27 | 2 | x | -8 | -8

(next part)
SMILES	OPRM1-OPRD1 ag	HTR5A inv ctr	PKA-R1A activ	AddAB inh	phage Ecoli inh	E coli growth	PfHsp90 set2	OPRM1-OPRD1 inv	Pemphigus Ab inh	HTR5A ag ctr	Mot1-301 SUMO
CCOC(=O)C1=C(COC(=O)/C=C/c2cc(Br)ccc2F)NC(=O)NC1C (stereo unspecified)	-1.6	3	-9	-0.5	1.2	-1.3	31	8	103	-2	3
COc1ccc(C(=O)NC2CCCCCC2)cc1S(=O)(=O)N1CCCC1	-2.4	11	-11	-1.7	3.0	1.2	5	11	117	-4	-6
Cc1cc(S(=O)(=O)Nc2ccc(C(=O)NCc3cccnc3)cc2)ccc1F	-0.1	-6	-3	1.1	1.1	1.6	x	1	107	2	-3
O=C(O)/C=C/C(=O)NC1CCC(CC2CCC(NC(=O)/C=C/C(=O)O)CC2)CC1 (stereo unspecified)	-0.2	-1	-1	3.1	7.1	-0.5	-18	1	105	0	243
CCC1(c2ccc(F)cc2)NC(=O)N(CC(=O)c2ccc[nH]2)C1=O (stereo unspecified)	0.1	-18	10	-0.2	2.0	-0.8	41	0	100	5	-15
COc1ccc(CCNC(=O)CSc2nc(-c3ccco3)cc(C(F)(F)F)n2)cc1OC	0.4	27	-9	1.5	2.2	-2.5	x	-2	108	-12	6
C/C=C\C(=O)Nc1cccc(C2=NOC3(C2)C[C@@H](C(N)=O)N(C(=O)c2ccc(Cl)cc2)C3)c1 (stereo partly specified)	0.4	2	-3	-0.5	1.0	0.9	11	-2	105	-1	10
COc1ccc(OC)c2[nH]c(=O)c(CCNS(=O)(=O)c3ccc(C)cc3)cc12	-3.2	6	2	2.4	0.8	-0.7	-6	15	111	3	2
COCCNc1nc(NCc2ccccc2)c2cnn(C)c2n1	-2.0	-2	-14	1.4	2.2	-1.1	-2	10	x	3	10
Cc1noc(C)c1NC(=O)Nc1cccc2c1O[C@H](CN(C)C(=O)Nc1ccc3c(c1)OCO3)[C@@H](C)CN([C@H](C)CO)C2=O	-1.1	4	4	2.0	-1.0	-2.7	9	5	103	-1	-2
O=C(c1ccccc1)c1ccc(OCC(O)CN2CCOCC2)cc1 (stereo unspecified)	-2.0	-4	-16	1.1	1.2	2.8	4	10	113	3	-24
Cc1noc2ncnc(Oc3ccc(Cl)cc3Cl)c12	1.1	5	-2	1.0	2.5	0.1	-8	-6	102	2	-33
CCOC(=O)c1cnc(NCc2ccccc2)nc1C	-0.7	-17	7	2.0	5.2	3.4	-3	3	104	6	93
CCOC(=O)c1cnn(Cc2cccc(Cl)c2)c1C	-1.6	6	-1	2.6	5.3	-2.1	-7	9	102	-2	x
CN(C)Cc1c(C(=O)N/N=C/c2ccccc2OCc2ccc(F)cc2)nnn1-c1nonc1N	3.1	-27	-7	3.3	-5.8	0.1	-23	-22	101	8	66
Cc1ccc(NC(=O)c2ncn(CCCN3CCN(c4ccccn4)CC3)n2)cc1C	-1.7	-6	-1	x	0.7	x	-1	8	95	1	x
Cn1c(-c2sc3cc(C(F)(F)F)cnc3c2-c2cccnc2)n[nH]c1=S	-0.8	11	-10	2.7	1.0	-1.8	7	3	110	-5	12
CCOC(=O)N1CCC(N2Cc3cccc(C(=O)N4CCN(c5cccc(C)c5C)CC4)c3C2=O)CC1	-0.3	-3	-6	-2.3	1.2	-1.6	-4	2	103	1	2
COCCn1c(SC2CCOC2=O)nc2ccccc2c1=O (stereo unspecified)	-1.9	10	2	-0.1	1.7	0.0	4	9	78	-4	12
Cc1cc(C)c(C)c(S(=O)(=O)NNC(=O)c2cccc(S(=O)(=O)N3CCOCC3)c2)c1C	1.0	12	-14	3.0	3.0	0.5	4	-5	87	2	-12
Cc1cc2nnc(SCC(=O)Nc3cc(S(=O)(=O)N4CCOCC4)ccc3Cl)n2c2ccccc12	-1.3	-28	7	4.0	0.2	-1.3	4	7	96	6	-19
COc1cc(Br)c(C(=O)c2nccc3cc(OC)c(OC)cc23)cc1OC	8.7	-10	-8	-2.0	-0.1	-3.1	-10	-43	93	3	-10
C[C@]12CC(O)C3C(CCC4=CC(=O)CC[C@@]43C)C1CCC2c1csc(-c2ccccc2)n1 (stereo partly specified)	-0.3	-13	11	-1.6	-0.7	-1.1	14	2	89	3	4
Cc1cc(OCC(=O)Nc2ccccc2C(N)=O)c2c(C)cc(=O)oc2c1	-1.3	0	-4	2.0	2.6	-2.7	6	7	105	0	-1
CCCCC(c1nnnn1CS(=O)(=O)c1ccc(C)cc1)N1CCC(C(N)=O)CC1 (stereo unspecified)	-0.3	3	-13	x	-0.6	x	-28	2	114	5	x
CCCCn1c(N)c(N(CC(C)C)C(=O)CSc2n[nH]c(-c3ccc(C)cc3)n2)c(=O)[nH]c1=O	-1.2	-4	7	-3.1	4.3	-1.4	x	8	100	1	-7
